# Compound activity (PubChem BioAssay)
# RGS4-Gao reg = modulates binding of RGS4 to human Galphao | Multiplexed bead flow cytometry; actives lie on both sides | binding response (% of control), % at 10 µM | 220,000 tested, 0.33% active | AID 1415; in the data active = binding response below about 49% or above about 150%; inactive = in between;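 also: fluorescent Galphao activated with aluminum fluoride binding bead-coupled RGS4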
# Mcl1-Noxa inh = Mcl-1/Noxa interaction inhibition | inhibition, % at 21.7 µM | 220,000 tested, 1.5% active | TR-FRET Mcl-1/Noxa peptide binding, 2 h | AID 1022 | Q07820;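 active = compounds that cut the protein-peptide binding signal by more than 50% relative to plate controls in a single-dose test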;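 also: His-tagged Mcl-1 with rhodamine Noxa BH3 peptide and terbium anti-His antibody; 0% = Mcl-1 plus Noxa peptide wells and 100% = peptide-only wells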
# RGS7-Gao reg = modulates binding of RGS7 to human Galphao; 220,000 tested, 0.35% active; P09471; binding response (% of control), % at 10 µM; Multiplexed bead flow cytometry; actives lie on both sides; in the data active = binding response below about 49% or above about 150%; inconclusive = no clear call, values can overlap the other calls; inactive = in between;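 also: fluorescent Galphao held in activated GDP-AlF4 state binding bead-coupled RGS7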
# RGS8-Gao = modulates binding of RGS8 to human Galphao; P09471; multiplexed bead flow cytometry; actives lie on both sides; response (percent of control binding), % at 10 µM; 220,000 tested, 0.34% active; AID 1423; in the data active = response below about 60% or above about 140%; inactive = in between;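 also: Galphao activated as the GDP aluminium fluoride complex binding bead-coupled RGS8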
# Pf gamet viab = kills late stage P. falciparum gametocytes; inhibition, % at 10.9 µM; 150,000 tested, 0.065% active; AID 743093; P. falciparum stage V gametocytes, ATP luminescence, 24 h;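 active = inhibition above the mean plus 3 SD of compounds within the control limits, set per campaign, cut at about 38% in these data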;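 also: 0% = DMSO wells and 100% = medium only without gametocytes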
# ABCG2 inh = blocks JC-1 efflux by human ABCG2 transporter; Q9UNQ0; IgMXP3 cells, flow cytometry; inhibition, % at 6.6 µM; 190,000 tested, 0.1% active;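 active = inhibition above 80%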;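 also: 0% = DMSO and 100% = nicardipine control wells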
#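 Test system: IgMXP3 cells (ABCG2) mixed with DDAO far-red-labelled CCRF-Adr cells (ABCB1). Reagent: JC-1 transporter substrate. Compound dosing: single test compound dose, 6.6 µM final. Times: 10 min compound exposure, 25 °C. Detection: flow cytometry of retained JC-1 fluorescence. Read-out basis: efflux inhibition in percent versus controls. Controls: nicardipine and DMSO wells.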
# ABCB1 block = human ABCB1 inhibition, ABCG2 as counter-screen | P08183 | CCRF-Adr cells, JC-1 efflux, flow cytometry | inhibition, % at 6.6 µM | 190,000 tested, 0.067% active | AID 1326; in the data active = inhibition above about 40%;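 also: 0% = vehicle and 100% = reference inhibitor; higher value means more JC-1 retained so stronger ABCB1 efflux block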
# Target sequence (P08183 whole entry, looked up): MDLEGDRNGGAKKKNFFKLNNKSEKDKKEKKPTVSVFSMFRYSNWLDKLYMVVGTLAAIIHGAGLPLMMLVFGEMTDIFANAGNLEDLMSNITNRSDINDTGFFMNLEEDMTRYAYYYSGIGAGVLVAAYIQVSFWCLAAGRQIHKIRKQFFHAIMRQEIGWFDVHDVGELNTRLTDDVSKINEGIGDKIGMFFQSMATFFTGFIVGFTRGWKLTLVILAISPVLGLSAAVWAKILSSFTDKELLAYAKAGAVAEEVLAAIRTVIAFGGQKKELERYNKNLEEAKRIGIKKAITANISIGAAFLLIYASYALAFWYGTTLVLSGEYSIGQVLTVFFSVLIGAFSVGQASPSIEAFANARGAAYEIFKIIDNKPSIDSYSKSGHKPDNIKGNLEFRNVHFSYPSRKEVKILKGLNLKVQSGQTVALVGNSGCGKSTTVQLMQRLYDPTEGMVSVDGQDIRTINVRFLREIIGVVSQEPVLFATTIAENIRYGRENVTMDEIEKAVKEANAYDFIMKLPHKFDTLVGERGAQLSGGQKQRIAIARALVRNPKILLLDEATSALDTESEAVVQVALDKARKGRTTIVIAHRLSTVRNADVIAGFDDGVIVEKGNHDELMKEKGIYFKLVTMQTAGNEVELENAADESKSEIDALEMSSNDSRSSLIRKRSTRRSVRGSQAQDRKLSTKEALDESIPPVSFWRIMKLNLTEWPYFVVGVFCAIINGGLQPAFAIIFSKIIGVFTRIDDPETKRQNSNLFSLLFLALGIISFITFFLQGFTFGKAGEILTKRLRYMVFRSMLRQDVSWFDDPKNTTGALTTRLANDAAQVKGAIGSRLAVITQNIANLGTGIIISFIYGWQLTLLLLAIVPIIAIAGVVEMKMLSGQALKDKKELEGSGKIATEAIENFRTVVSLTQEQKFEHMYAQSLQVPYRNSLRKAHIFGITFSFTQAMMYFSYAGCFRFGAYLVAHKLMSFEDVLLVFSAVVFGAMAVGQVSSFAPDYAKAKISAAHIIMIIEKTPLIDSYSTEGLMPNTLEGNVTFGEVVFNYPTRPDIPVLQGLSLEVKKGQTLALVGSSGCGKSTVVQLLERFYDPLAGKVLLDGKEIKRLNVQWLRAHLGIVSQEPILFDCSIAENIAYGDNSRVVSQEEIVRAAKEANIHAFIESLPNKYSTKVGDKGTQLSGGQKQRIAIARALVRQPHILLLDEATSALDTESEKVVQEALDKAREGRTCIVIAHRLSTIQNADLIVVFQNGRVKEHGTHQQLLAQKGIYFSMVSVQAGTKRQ
# Bim-Mcl-1 = disrupts Bim peptide binding to human Mcl-1; Q07820; Bead-based flow cytometry, Bim peptide-Mcl-1 binding; inhibition, % at 10 µM; 190,000 tested, 0.1% active; AID 1009; in the data active = inhibition above about 40%;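 also: 0% = no compound tracer wells and 100% = peptide blocker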
# Avidin bead fluor = compound fluoresces at 488/530 nm on avidin beads; AID 1775; 220,000 tested, 0.38% active; compound fluorescence 488/530 nm, flow cytometry; stronger effect = higher value; fluorescence (KMESF) at 10 µM; in the data active = fluorescence above about 47; also: inactives centre near 10
# GSH bead fluor = compound fluoresces at 488/530 nm on GSH beads. GSH beads flow cytometry, compound fluorescence 488/530 nm; stronger effect = higher value. AID 1776. fluorescence (KMESF) at 10 µM. 190,000 tested, 0.25% active; in the data active = fluorescence above about 89;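 also: glutathione beads carrying GST-tagged Bcl family fusion proteins plus one bare bead set; values are compound well signal with DMSO vehicle wells as background; inactives centre near 16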
# Mcl1-Bid inh = disrupts binding of human Mcl-1 to Bid peptide; inhibition, % at 21.7 µM; 220,000 tested, 0.97% active; Q07820; TR-FRET Mcl-1/Bid-Dy647 peptide binding, 1536-well; AID 1021;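 active = compounds that cut the binding signal by more than half at the single screening dose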;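 also: His-tagged Mcl-1 with europium anti-His antibody binding Bid BH3 peptide; 0% = Mcl-1 plus peptide wells and 100% = peptide-only wells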
# The depositor's hits bear a star; ? = inconclusive; . = no result given.
SMILES,RGS4-Gao reg,Mcl1-Noxa inh,RGS7-Gao reg,RGS8-Gao,Pf gamet viab,ABCG2 inh,ABCB1 block,Bim-Mcl-1,Avidin bead fluor,GSH bead fluor,Mcl1-Bid inh
CC(C)Cc1nc(SCc2cccnc2)c2c(=O)n(C)c(=O)n(C)c2n1,106,9,103,106,0,4,4.3,-25,25,9,0
CC1(C)CC(N=c2cc(-c3ccccc3)oc3ccc(Cl)cc23)CC(C)(C)N1,120,10,125,137,-22,1,-1.3,-5,11,8,8
O=c1[nH]c(CSc2ccccn2)nc2c1oc1ccccc12,104,13,112,101,2,4,0.7,0,18,22,-19
CCC(C)NC(=O)N[C@@H](CCSC)C(=O)O (stereo not given in full),98,16,100,101,19,8,0.7,-4,25,22,-8
CCCn1c(CCc2ccccc2)n[nH]c1=S,103,-15,102,102,4,0,-0.1,-3,11,26,-54
COCCNC(=S)NNc1cccc(C(=O)O)c1,99,19,90,98,-2,0,0.8,-7,6,19,-19
O=C(O)c1ccc2c(c1)-c1nc3ccccc3n1C2=O,97,-13,91,95,.,1,0.3,3,11,52,0
Cc1ccnn2cc3c(=O)n(C)c(=O)n(C)c3c12,97,23,94,100,.,5,0.0,0,11,25,-28
COc1ccc(NC(=O)CC(c2ccc(F)cc2)c2ccc(OC)cc2)cc1 (stereo not given),97,0,99,98,.,1,0.5,-1,13,13,-2
CN1C(CC(=O)Nc2ccc(Cl)cc2Cl)c2ccccc2CC1(C)C (stereo not given),95,14,?,95,6,.,.,.,3,.,-14
c1ccc(-c2nn3cnnc3c3ccccc23)cc1,100,2,103,103,12,2,0.2,-4,9,16,-16
Cc1ccc(C)c(N(C(=O)Cn2nnc(-c3cccs3)n2)C(C(=O)NC2CCCC2)c2ccncc2)c1 (stereo not given),102,-9,101,101,-1,1,0.5,1,7,55,-35
COc1cc(C2c3sc(=O)[nH]c3SC3C(=O)N(c4ccc(Br)cc4)C(=O)C32)ccc1O (stereo not given),94,19,?,99,0,.,.,.,3,.,7
CC1(C(=O)NC2CCCCC2)CCC(=O)N1Cc1ccc2c(c1)OCO2 (stereo not given),113,-25,?,112,-2,.,.,.,3,.,-12
CC(C)C[C@H](NC(=O)c1nc[nH]c1C(=O)N1CCN(c2ccccc2)CC1)C(=O)OCc1ccccc1,99,-132,?,100,-19,.,.,.,8,.,-120
CCCCOCCCNC(=O)c1ccc(OCC)cc1,110,-4,105,100,-4,3,0.5,-5,20,12,4
NC(=O)C1CCCN(S(=O)(=O)c2ccccc2)C1 (stereo not given),95,15,91,99,12,1,-0.3,0,14,15,-14
CCOC(=O)C(O)(CC(=O)Nc1cc(F)ccc1C)C(F)(F)F (stereo not given),100,0,96,104,2,1,0.1,-2,7,16,-2
CCONC(=O)Nc1ccccc1[N+](=O)[O-],104,-15,103,106,-16,8,0.4,-8,10,13,-1
CC(C)c1cc(NC(=O)c2ccccc2)cc(C(C)C)c1O,100,15,?,99,-9,8,0.3,-1,9,26,-14
CCc1nc(N2CCOCC2)c(C#N)c2c1COC(C)(C)C2,102,-19,102,111,.,4,1.6,2,24,23,7
Cc1ccc2[nH]c3c(NCCN4CCOCC4)ncnc3c2c1,93,22,94,95,.,2,0.3,-6,35,22,-20
C=CCN(CC=C)S(=O)(=O)c1ccc2nc(NC(=O)C3CCCO3)sc2c1 (stereo not given),98,15,99,103,-1,2,0.5,-4,13,4,-22
O=C1CSC(c2cccc([N+](=O)[O-])c2)N1c1c(F)cccc1F (stereo not given),103,9,99,98,27,2,0.8,-4,9,13,-8
Cc1nnnn1-c1ccc(CC(=O)O)cc1,101,-12,100,103,8,2,0.7,0,21,12,-1
Cc1ccc(-n2c(C)cc(/C=N/Nc3ccc([N+](=O)[O-])cn3)c2C)c(C)c1,86,29,82,82,.,4,2.4,-6,21,11,-113
COc1cccc(-c2onc3ccc(C4(C)OCCO4)cc23)c1,98,20,99,101,-16,-1,-0.8,-3,9,12,-1
COc1cc(/C=C/C(=O)N(Cc2ccccc2)c2ccccn2)cc(OC)c1OC,80,5,93,88,-1,37,-1.1,-2,7,10,-1
CN(C(=O)CSc1nnc(NCc2ccccc2)s1)C1CCS(=O)(=O)C1 (stereo not given),99,-4,100,102,-37,-3,-1.8,-1,11,18,-29
CC1(C)SC(=S)N(NC(=O)Nc2ccccc2)C1N(O)C(=O)Nc1cccc2ccccc12 (stereo not given),99,6,104,100,1,-4,-1.2,29,6,7,-41
Cc1ccc(-c2csc3ncn(CC#N)c(=O)c23)cc1,98,4,97,99,-6,0,0.2,2,9,20,-34
C/C(=N\NC(=S)NC1CCCCC1)c1cccs1,101,-53,101,103,2,33,0.6,0,9,10,-65
N#CC(C(=O)O)=C1CCCC1,97,12,97,98,1,1,0.1,0,15,30,-1
Oc1c(C=C2N=c3ccccc3=N2)sc(=S)n1-c1ccccc1,102,14,109,103,6,-3,-0.9,2,2,8,-5
Cn1c(COc2ccc(Br)cc2)nnc1SC1CCc2ccccc2C1=O (stereo not given),98,9,101,99,.,10,0.6,-3,3,11,7
Cc1onc(-c2ccccc2Cl)c1C(=O)N1CCN=C1SCc1cccnc1,95,-11,97,103,.,3,1.8,-1,21,10,-26
CCOC(=O)Cc1csc2nc(-c3ccccc3)nn12,114,9,?,119,.,.,.,.,5,.,-2
Cc1cccc(OCC(=O)N/N=C/c2ccc3c(c2)OCO3)c1,101,-10,101,104,10,2,0.0,4,12,19,-22
COc1ccc(CC(=O)Nc2ccccc2Oc2ccccc2)cc1,96,-11,92,98,.,2,0.5,16,6,9,-16
Cc1ccc(SCCC(=O)Nc2ccccc2C(=O)N2CCOCC2)cc1,99,17,102,90,7,-2,-0.9,-5,1,8,-13
CCOc1ccc(C2N(c3ccc(F)cc3)C(=O)C3CCCN32)cc1OC (stereo not given),100,17,93,100,.,0,0.0,0,8,23,2
Cc1nc2ccccc2n1C1CC(=O)N(Cc2ccccc2)C1=O (stereo not given),111,-3,105,103,-8,1,0.6,2,18,11,1
CC(=O)Nc1ccc(OCc2ccc(S(=O)(=O)Cc3ccccc3)cc2)cc1,103,-30,?,101,.,7,0.5,-2,10,15,-4
CC(C)(C)OC(=O)NCCCC[C@@H](C(=O)N1CCN(C(=O)OC(C)(C)C)CC1)n1cc(C(CO)NC(=O)OC(C)(C)C)nn1 (stereo not given in full),101,12,107,102,.,1,0.5,3,6,20,5
CCC(=O)Nc1ccc(S(=O)(=O)NCc2ccco2)cc1,104,-18,101,104,11,2,0.1,-8,14,29,-78
CC1(c2nnc(-c3ccc(F)cc3)o2)CC(c2ccc(Cl)cc2)=NO1 (stereo not given),99,6,?,98,.,.,.,.,9,.,-8
Cc1ccsc1/C=N/N1CCN(C2c3ccccc3-c3ccccc32)CC1,100,.,94,96,.,2,0.5,-5,8,30,-46
C/C=C/c1ccc(OCCCN2C(=O)NC(C)(C)C2=O)c(OC)c1,101,1,103,100,20,6,1.0,-1,12,13,-33
COc1ccc(-c2nnn(CC(=O)N(C3CCCCC3)C(C)C(=O)NC3CCCC3)n2)cc1OC (stereo not given),99,3,103,101,-8,3,2.6,-1,20,12,-26
COc1cccc(-c2nc(CS(=O)(=O)CC(=O)N3CCN(C)CC3)c(C)o2)c1,104,12,100,101,.,4,0.7,-6,23,14,-5
CCOC(=O)N1CCC(NC(=O)CCc2cn(C)c3ccccc23)CC1,102,13,100,101,.,-1,0.7,-8,23,21,-8
CCCSc1ccc2nc(-c3ccccc3)cn2c1,104,28,102,101,4,20,1.1,-4,5,10,-5
COc1ccc(N2CCN(C(=O)C3CCN(S(=O)(=O)c4ccc(F)cc4)CC3)CC2)cc1,104,20,?,102,0,2,0.3,-3,8,13,-39
CCCCCCC(=O)N(O)C1CC(=O)N(c2ccc(F)cc2)C1=O (stereo not given),91,2,?,91,-16,.,.,.,8,.,-17
CC(C)(C)NC(=O)C(c1ccco1)N(C(=O)Cn1nnc(-c2ccc(F)cc2)n1)c1ccccc1F (stereo not given),97,-15,96,97,-16,2,0.9,1,6,43,-35
O=C(CN1C(=O)CCC1=O)Nc1nc(-c2ccc(Oc3ccccc3)cc2)cs1,100,7,100,100,.,4,-0.1,-2,7,12,20
CCN(CC)CC(O)CCCCCCCCC(=O)OC (stereo not given),96,9,?,100,-33,.,.,.,7,.,2
CC(C)(C)S(=O)c1cccs1 (stereo not given),104,18,104,103,-3,1,0.2,0,14,7,-3
Cc1ccc2oc(Nc3nc(C)c(C)c(C)n3)nc2c1,101,3,?,100,13,.,.,.,6,.,-4
CC1CCN(CCCNC(=O)c2ccc3c(Cl)c4c(nc3c2)CCCC4)CC1,109,-1,?,106,4,.,.,.,8,.,-48
# Later entries
SMILES,RGS4-Gao reg,Mcl1-Noxa inh,RGS7-Gao reg,RGS8-Gao,Pf gamet viab,ABCG2 inh,ABCB1 block,Bim-Mcl-1,Avidin bead fluor,GSH bead fluor,Mcl1-Bid inh
Cc1ccccc1NS(=O)(=O)c1cc(C(=O)NCCSC2CCCCC2)ccc1C,102,-1,104,103,-7,2,0.8,-3,8,21,-17
COc1cc(C(=O)CSc2nncn2C)cc(OC)c1OC,101,4,100,101,.,3,0.4,-2,14,30,1
CC(C)NC(=O)C1CCN(C2CCN(C(=O)c3ccc4cccc(F)c4n3)CC2)CC1,100,7,?,100,17,.,.,.,5,.,-12
CC(=O)Nc1ccc(NC(=O)CSc2ccc(-c3ccco3)nn2)cc1,98,35,96,104,.,0,-0.3,0,8,21,-80
CC(=O)Nc1cccc(-c2csc(N)n2)c1,99,17,96,100,19,5,-0.4,0,10,9,-33
O=C(CNC(=O)c1ccc2c(c1)OCO2)N/N=C(Br)/C=C/c1ccccc1,98,14,105,106,.,-12,-1.2,-4,5,15,-70
COC(=O)c1ccc(C(=O)OC)c(NC(=O)CCc2ccc(C)o2)c1,100,9,99,98,.,0,0.0,-5,14,13,-37
CCOC(=O)c1c(C)[nH]c(C(=O)Cn2nnc(-c3ccc(Cl)cc3)n2)c1C,86,2,86,79,.,0,0.3,-3,5,13,-30
COc1cc(NC2c3ncccc3C(=O)N2Cc2ccco2)cc(OC)c1OC (stereo not given),102,24,104,101,13,2,0.5,0,10,11,-8
COc1ccc(N2C(=O)CCC(C(=O)N(C)CCc3ccccn3)C2c2ccc(OC)c(OC)c2)cc1 (stereo not given),96,11,95,97,15,0,-0.1,-4,9,16,-7
CCOC(=O)c1sc2nccc(N(C)C)c2c1N=CN(C)C,100,1,99,100,-4,2,0.3,2,11,14,-25
